MITF primary = MITF inhibitors, primary screen, biochemical, AlphaScreen, human; Microphthalmia-associated transcription factor (Homo sapiens), O75030; AlphaScreen MITF homodimerization, bead proximity signal; inhibition, % at 2.6 µM; 650,000 compounds, 0.91% hits; AID 1259374, 2018; in the data active = inhibition above about 50%;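 also: 0% = vehicle wells with protein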
Target sequence (O75030 whole entry, looked up): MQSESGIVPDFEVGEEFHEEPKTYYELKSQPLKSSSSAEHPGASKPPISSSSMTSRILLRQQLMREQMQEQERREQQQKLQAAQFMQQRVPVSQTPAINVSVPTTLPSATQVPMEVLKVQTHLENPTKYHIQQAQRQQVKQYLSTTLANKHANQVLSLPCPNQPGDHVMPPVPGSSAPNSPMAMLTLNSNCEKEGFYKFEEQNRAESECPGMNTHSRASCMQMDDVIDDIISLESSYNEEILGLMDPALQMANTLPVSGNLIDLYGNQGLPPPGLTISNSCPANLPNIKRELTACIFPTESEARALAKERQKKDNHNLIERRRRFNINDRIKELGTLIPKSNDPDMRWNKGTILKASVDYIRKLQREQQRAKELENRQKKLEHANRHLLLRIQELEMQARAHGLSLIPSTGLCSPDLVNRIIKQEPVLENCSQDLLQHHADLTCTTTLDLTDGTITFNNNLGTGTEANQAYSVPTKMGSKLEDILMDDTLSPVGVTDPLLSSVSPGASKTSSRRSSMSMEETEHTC
GPR151 activ = activators of human GPR151, primary screen, cell-based, PathHunter beta-arrestin, luminescence | G-protein coupled receptor 151 (Homo sapiens), Q8TDV0 | PathHunter beta-arrestin GPR151 cells | activation, % at 11.2 µM | 650,000 compounds, 1% hits | AID 1508602, 2020; in the data active = activation above about 4.9%;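 also: 0% = median of compound wells and 100% = cells with positive control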
Target sequence (Q8TDV0 whole entry, looked up): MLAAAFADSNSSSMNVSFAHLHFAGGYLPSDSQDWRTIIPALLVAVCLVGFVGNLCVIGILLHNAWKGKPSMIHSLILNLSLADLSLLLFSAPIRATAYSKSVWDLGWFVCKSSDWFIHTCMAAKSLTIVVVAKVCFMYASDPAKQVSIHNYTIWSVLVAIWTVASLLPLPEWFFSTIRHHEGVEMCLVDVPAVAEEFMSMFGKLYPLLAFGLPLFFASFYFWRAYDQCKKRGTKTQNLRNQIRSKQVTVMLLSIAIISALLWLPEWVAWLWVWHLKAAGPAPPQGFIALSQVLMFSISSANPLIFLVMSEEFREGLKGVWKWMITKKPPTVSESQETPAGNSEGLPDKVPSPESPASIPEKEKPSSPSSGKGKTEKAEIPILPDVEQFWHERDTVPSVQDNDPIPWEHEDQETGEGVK
FBW7 act = FBW7 E3 ligase activators, primary screen, biochemical, AlphaScreen, human. normalized activity (activation), % at 26.1 µM. 650,000 compounds, 0.13% hits. F-box/WD repeat-containing protein 7 (Homo sapiens), Q969H0. AlphaScreen FBW7–phospho-cyclin E peptide binding, activator screen; in the data active = normalized activity above about 1.9%;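 also: purified mutant Fbw7 with reduced substrate affinity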
TEAD-YAP inh = TEAD-YAP interaction inhibition, primary screen, TEAD-YAP interaction inhibitor project, luminescence, HEK-TIYL cells. TEAD-Gal4/YAP UAS-luciferase luminescence. inhibition, % at 9.12 µM. 640,000 compounds, 1.4% hits; in the data active = inhibition above about 32%;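 also: 0% = median of test compound wells and 100% = reference inhibitor wells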
An asterisk follows results filed as active; · = no result given.

Molecule	MITF primary	GPR151 activ	FBW7 act	TEAD-YAP inh
O=C(Nc1ccc(F)cc1F)N1CCCC(c2nc3ccccc3[nH]2)C1 (stereo not given)	8.0	1.0	0.0	6.8
COc1cc(Nc2nc(NCCCN3CCCC3=O)c3ncn(C(C)C)c3n2)cc(OC)c1OC	-2.9	13.0*	-0.1	6.7
OCCCNc1ncnc2scc(-c3ccc(Cl)cc3)c12	14.4	-0.8	0.4	21.1
O=C(CSc1nccc2ccccc12)c1ccccc1	14.0	-1.3	0.2	-2.9
CC(=O)Nc1cccc(-c2cncc(-c3ccc(C(=O)O)cc3)n2)c1	7.8	-1.0	0.2	3.3
COc1ccccc1N1CCN(C2CCCN(C(=O)c3cccnc3)C2)CC1 (stereo not given)	4.2	1.3	0.0	-3.7
COc1cccc(-c2nc3cc(OC)c(OC)cc3c(=O)o2)c1	-5.2	-0.1	0.1	8.7
O=C(CSc1ccsc1[N+](=O)[O-])N1CCN(c2ccccn2)CC1	-2.6	5.3*	0.0	-3.3
COc1ccc(C(=O)N[C@H](C(=O)NC(C)(C)C)C(C)C)cc1	0.9	-0.1	0.0	-2.6
O=C1C2C3C=CC(C4CC34)C2C(=O)N1/N=C/c1cc([N+](=O)[O-])ccc1O (stereo not given)	-6.0	0.2	0.0	6.3
CC(C)CCCN(C)CCCNC(=O)/C=N\O	14.1	1.0	0.1	0.9
O=C(NCc1cc(Br)cc(Br)c1O)c1ccccc1	10.2	0.7	0.0	2.4
CCCCN1C(=O)c2cccc3c(NC(=O)CSCc4ccccc4)ccc1c23	-3.0	-2.5	-0.1	3.5
COc1ccc2[nH]c(=O)c(CN(Cc3ccco3)S(=O)(=O)c3ccccc3F)cc2c1	12.0	2.1	-0.2	20.1
COc1ccc(Oc2ccc(N)cc2)cc1	4.8	-0.7	-0.2	6.5
CC(C)[C@H](NC(=O)c1ccccc1)C(=O)Nc1ccc(OC(F)F)cc1	5.9	-0.3	0.1	5.4
COc1cccc(CN2CCN(C(=O)Nc3cccc(Cl)c3)CC2)c1	51.0*	-1.0	0.0	-5.8
CC1CCCCC1NC(=O)NC(=O)COC(=O)c1ccc(OC(F)F)cc1 (stereo not given)	7.8	0.6	0.1	-3.1
COc1ccc(C2=NN(C(C)=O)C(c3ccc([N+](=O)[O-])cc3)C2)cc1 (stereo not given)	0.5	-0.7	-0.1	3.4
CCCCOc1ccccc1C1C(C(=O)OCC)=CN(Cc2ccc(OC)c(OC)c2)C=C1C(=O)OCC	-0.9	-0.6	0.1	7.2

(continued)
Molecule	MITF primary	GPR151 activ	FBW7 act	TEAD-YAP inh
COc1ccc(N2CCN(C3CCCN(Cc4cnc(C)s4)C3)CC2)cc1 (stereo not given)	-4.3	-0.9	0.1	-12.0
CCCCCC(=O)N1CCN(c2c(Cl)cccc2[N+](=O)[O-])CC1	-7.2	2.8	0.1	-13.9
CC(=O)OCc1nc2ccc(-c3ccncc3)cc2[nH]1	10.7	-1.1	0.2	5.7
O=C(CC1Sc2ccc(C(F)(F)F)cc2NC1=O)Nc1ccc(O)cc1 (stereo not given)	6.6	-0.2	-0.1	9.6
O=C(Cc1ccccc1)Nc1ncc(Cc2cccc(Cl)c2)s1	-12.9	-0.3	0.2	-0.3
CCOc1ccc2c(c1)=C/C(=C\c1sc(=S)n(CCC(=O)O)c1O)C(=O)N=2	10.8	0.1	0.1	10.9
CC1CCCCC1NC(=O)CSc1nnc(-c2ccccc2)o1 (stereo not given)	16.1	-0.1	0.0	-6.0
Cc1n[nH]c(C)c1N=Nc1ccc(C(=O)O)cc1	1.4	0.3	0.1	-2.4
CC1C2(C)OCC(C#N)(C#N)C1(C#N)C(=N)O2 (stereo not given)	7.6	1.1	0.8	11.2
CCOc1ccc(-n2nc3ccc(NC(=O)COc4cc(C)ccc4C(C)C)cc3n2)cc1	20.5	0.0	0.0	1.9
Cc1nc(NCCCO)c2c3c(sc2n1)CCCC3	21.1	-1.3	0.3	-7.2
CC(=O)CCS(=O)(=O)c1ccc2ccccc2c1	-6.5	0.1	0.2	-1.6
COc1ccc(C=C2C(=O)N(C)C(=O)N(C)C2=O)cc1I	-1.5	-0.2	-0.3	5.7
CCCCC[C@H](O)/C=C/[C@H]1OC(=O)C[C@H](O)[C@@H]1C/C=C\CC(=O)O	-1.7	-1.6	·	·
COc1ccccc1C(=O)N/N=C(\C)c1ccc(Br)cc1	24.5	0.7	0.2	-56.3
CCSc1nnc(NC(=O)COc2ccccc2C)s1	0.3	0.1	0.1	8.8
CCc1ccccc1NC(=O)N1CCC(NC(=O)OC(C)(C)C)CC1	9.9	0.0	0.0	2.9
O=C1C=C(NNC(=O)c2ccccc2)CCC1	4.6	-1.7	-0.1	-30.8
CCOC(=O)C(C)Oc1cc(C)nc(-c2ccccc2)n1 (stereo not given)	0.0	0.5	0.0	-3.7
COC(=O)c1ccccc1C(=O)N1CCc2nnc(CNC(=O)c3ccccc3)n2CC1	-1.1	-0.1	0.0	-0.3

Following part
Molecule	MITF primary	GPR151 activ	FBW7 act	TEAD-YAP inh
Cc1ccc(NC(=O)CCCC(=O)OCC(=O)c2ccc(C)c([N+](=O)[O-])c2)cc1	-22.1	0.7	0.0	-5.7
Cc1cccc(C(=O)NNC(=O)CCC(=O)Nc2ccc(C)cc2C)c1	2.3	0.2	-0.1	7.7
COc1ccc(C2=NN(C(=O)CSc3nncn3C)C(c3cccc(OC)c3OC)C2)cc1 (stereo not given)	-7.1	0.2	0.1	-7.0
COc1ccc(OC)c(CNC23CC4CC(CC(C4)C2)C3)c1	44.8	-0.8	0.3	8.0
O=C(N[C@@H]1c2ccccc2C2(CCN(C(=O)Cc3cccs3)CC2)[C@H]1O)c1cccnc1	4.7	3.6	0.1	8.1
N#Cc1c2ccccc2c(=O)n2c1sc1ccccc12	22.6	-1.4	0.8	0.7
O=C(CCN1C(=O)C2C3C=CC(C4CC34)C2C1=O)OCC(=O)c1ccc(Cl)cc1 (stereo not given)	-1.2	0.7	-0.2	-3.9
CCOC(=O)C/C(C)=N\Nc1ccc([N+](=O)[O-])cc1[N+](=O)[O-]	5.6	0.5	-0.4	9.6
CCOc1cc(-c2nc3sc4c(c3c(=O)[nH]2)CCCC4)ccc1O	17.0	-0.9	0.1	-8.0
CCOC(=O)C1=C(N)OC2=C(C(=O)CC(c3ccccc3)C2)C1c1cccc(Br)c1 (stereo not given)	-10.5	-1.0	0.0	-17.8
COc1cccc(C(=O)N2CCN3C(=O)[C@@H]4CSCN4C(=O)[C@H]3C2)c1	9.3	0.4	-0.2	-11.8
Cc1ccc(/C(=N/NC(=O)c2ccccc2O)C23CN4CN(CN(C4)C2)C3)cc1	-12.0	-0.5	0.0	-9.8
COCCn1c(N2CCCCC2)nc2c1c(=O)n(C)c(=O)n2C	2.6	0.5	0.0	5.9
CC(O)(C#CC(O)(c1ccc(F)cc1)c1ccc(F)cc1)C1CC1 (stereo not given)	12.5	0.6	0.5	-12.0
O=C(NCc1ccccc1Cl)c1ccc(N2CCc3ccccc32)c([N+](=O)[O-])c1	23.5	1.6	-0.7	-2.7
COc1ccccc1C(CCN(Cc1ccc(N(C)C)cc1)C(C)=O)C1CCOC(C)(C)C1 (stereo not given)	14.4	-0.6	-0.2	8.7
CC1CC(C)CN(S(=O)(=O)c2ccc(F)c(C(=O)Nc3ccc(Cl)cc3Cl)c2)C1 (stereo not given)	3.3	0.0	-0.1	-5.2
COc1ccc(NC(=O)CCN(C)Cc2ccccc2)cc1	16.4	-1.8	0.3	0.5
COc1ccc(/C=N\N2CCN(c3ccc(Cl)cc3)CC2)cc1	-11.9	-1.1	0.1	-8.9
Cc1cc(C)c(S(=O)(=O)N2CCCC2=O)c(C)c1	0.3	-1.0	0.2	4.0

In another format: results already given.
Sequence of screens: MITF primary | GPR151 activ | FBW7 act | TEAD-YAP inh
CC(O)(C#CC(O)(c1ccc(F)cc1)c1ccc(F)cc1)C1CC1 (stereo not given)
→ 12.5 | 0.6 | 0.5 | -12.0
O=C(NCc1ccccc1Cl)c1ccc(N2CCc3ccccc32)c([N+](=O)[O-])c1
→ 23.5 | 1.6 | -0.7 | -2.7

The listing continues.
Molecule	MITF primary	GPR151 activ	FBW7 act	TEAD-YAP inh
Cc1cc(NC(=O)CSc2nc(-c3ccccc3)cc(-c3ccccc3)n2)no1	-5.1	0.9	-0.1	11.0
COc1ccc(/C=C/C(=O)Nc2ccc3c(c2)OCO3)cc1S(=O)(=O)N1CCCCC1	7.4	-0.6	0.0	-2.8
O=C(CC1C(=O)NCCN1Cc1ccccc1C(F)(F)F)NCCc1cccnc1 (stereo not given)	1.7	-0.3	0.1	-3.1
CCOc1ccccc1NC(=O)CN(C)S(=O)(=O)c1cc(Br)cnc1N	13.9	-0.5	0.0	-5.9
O=C(Nc1nc(-c2ccc3ccccc3c2)cs1)c1cccs1	-2.6	-0.3	0.0	-14.9
Cn1c(SCC(=O)NCC2CCCO2)nnc1-c1c[nH]c2ccccc12 (stereo not given)	-2.3	1.7	0.1	-3.9
CCOC(=O)CCN1CCC(O)(c2cccnc2)CC1	3.5	-1.3	0.0	0.8
Cc1cccc(OCC(=O)NNC(=O)C(C)Oc2ccc(Cl)cc2Cl)c1 (stereo not given)	-2.7	1.5	0.1	7.2
CCC(CC)C(=O)NCCC(c1ccccc1)c1ccccc1	1.6	-0.9	-0.1	8.1
N#CCSc1nc(NCc2ccco2)c2ccccc2n1	-12.6	0.0	0.1	-4.5
CCOC(=O)C1CCCN(C2CCC(=O)N(Cc3ccccc3Cl)CC2)C1 (stereo not given)	4.0	-1.4	0.0	-10.0
COc1ccc(CCNC(=O)c2c[nH]c3c(C)cccc3c2=O)cc1OC	7.3	-0.1	0.0	7.4
NC(=S)c1cccc(NC(=O)CN2CCOCC2)c1	0.7	-0.6	0.1	-6.9
O=C(NCCC1=CCCCC1)c1ccc2c(=O)n(Cc3ccccc3)c(SCc3cccc(Cl)c3)nc2c1	11.6	0.7	-0.1	2.7
CCOc1ccc(N(CC(=O)Nc2ccc(C)cc2)C2=NCCS2)cc1	7.8	-0.2	0.1	8.2
N#Cc1ccc(NC(=O)COC(=O)c2ccc3c(c2)S(=O)(=O)c2ccccc2C3=O)cc1	-5.8	1.8	-0.2	12.9
NC(=O)N/N=C/c1ccc(-c2ccc(F)cc2)o1	10.1	0.1	-0.1	-23.9
Nc1ccc(C23CC4CC(CC(Cl)(C4)C2)C3)cc1	19.2	1.8	0.1	1.6
Cc1ccc(S(=O)(=O)NCC(=O)OCCCCN2C(=O)c3ccccc3C2=O)cc1	12.6	3.8	-0.1	8.6
CCCCNC(=O)CSc1nc2c(sc(=S)n2-c2ccc(OCC)cc2)c(=O)[nH]1	-13.4	0.5	0.1	-4.5

The list continues:
Molecule	MITF primary	GPR151 activ	FBW7 act	TEAD-YAP inh
COc1ccc(-c2noc(CN(C(=O)c3ccccc3F)C(C)C)n2)cc1	16.1	5.4*	-0.1	-5.0
Cc1ccc(Oc2cc(C#N)c(C#N)cc2[N+](=O)[O-])cc1C	30.4	-1.1	0.1	5.4
Cc1ccc(C(=O)NC(C(C)C)C(C)C)cc1	-8.4	1.0	-0.2	-5.5
COc1ccc(Nc2nnc(SCC(=O)c3ccc[nH]3)s2)cc1	8.6	-0.3	0.2	-34.6
COc1ccc(/C=C(\C#N)C(=O)Nc2ccc(Br)cc2F)c(OC)c1	-2.4	-0.1	0.0	-2.4
CC(C)NC(=O)c1ccccc1NC(=O)C(C)N(c1ccc(Cl)cc1)S(C)(=O)=O (stereo not given)	5.1	-0.9	0.5	12.3
CC1=C(C(=O)Nc2cc(C)ccn2)C(c2ccc(Cl)cc2)C2=C(CC(C)(C)CC2=O)N1 (stereo not given)	3.4	-0.2	-0.1	6.5
CS(=O)(=O)c1ncc(Cl)c(C(=O)Nc2ccc([N+](=O)[O-])cc2)n1	4.8	-0.7	0.1	-19.2
COc1ccc(-n2cc(C(=O)Nc3c(F)cccc3F)c3ccccc3c2=O)cc1	-3.4	-0.2	-0.1	9.2
c1ccc(CNc2nc(Nc3ccc4ncccc4c3)nc3c2ncn3C2CCCCC2)cc1	-3.4	-2.3	-0.1	4.8
CCCCOC(=O)CN1C(=O)C2C3c4ccccc4C(c4ccccc43)C2C1=O (stereo not given)	12.0	1.4	0.0	7.6

Sorted by count of non-hydrogen atoms (rising): part of the list above.
Molecule	MITF primary	GPR151 activ	FBW7 act	TEAD-YAP inh
Cc1ccc(C(=O)NC(C(C)C)C(C)C)cc1	-8.4	1.0	-0.2	-5.5
CS(=O)(=O)c1ncc(Cl)c(C(=O)Nc2ccc([N+](=O)[O-])cc2)n1	4.8	-0.7	0.1	-19.2
COc1ccc(/C=C(\C#N)C(=O)Nc2ccc(Br)cc2F)c(OC)c1	-2.4	-0.1	0.0	-2.4
CCCCOC(=O)CN1C(=O)C2C3c4ccccc4C(c4ccccc43)C2C1=O (stereo not given)	12.0	1.4	0.0	7.6
COc1ccc(-n2cc(C(=O)Nc3c(F)cccc3F)c3ccccc3c2=O)cc1	-3.4	-0.2	-0.1	9.2
CC1=C(C(=O)Nc2cc(C)ccn2)C(c2ccc(Cl)cc2)C2=C(CC(C)(C)CC2=O)N1 (stereo not given)	3.4	-0.2	-0.1	6.5
c1ccc(CNc2nc(Nc3ccc4ncccc4c3)nc3c2ncn3C2CCCCC2)cc1	-3.4	-2.3	-0.1	4.8
